KDM5B inhibitor = blocks human KDM5B histone demethylase activity | KDM5B demethylase, FDH-coupled NADH fluorescence (FDH is formaldehyde dehydrogenase) | Potency, µM (series often up to 57.7 µM), inactives show at the highest dose activity change, negative = inhibition, hits mostly inhibitors | 220,000 compounds, 2.6% hits | AID 1347165; active means well fitted inhibition curve with a large enough effect; inconclusive means small, poorly fitted or top-dose-only effect; inactive means no such curve, though single readings can be large or run the other way; further: 0% is about no effect; nearly all actives have a fitted effect of over 70% in size
Target sequence (Q9UGL1 whole entry, looked up): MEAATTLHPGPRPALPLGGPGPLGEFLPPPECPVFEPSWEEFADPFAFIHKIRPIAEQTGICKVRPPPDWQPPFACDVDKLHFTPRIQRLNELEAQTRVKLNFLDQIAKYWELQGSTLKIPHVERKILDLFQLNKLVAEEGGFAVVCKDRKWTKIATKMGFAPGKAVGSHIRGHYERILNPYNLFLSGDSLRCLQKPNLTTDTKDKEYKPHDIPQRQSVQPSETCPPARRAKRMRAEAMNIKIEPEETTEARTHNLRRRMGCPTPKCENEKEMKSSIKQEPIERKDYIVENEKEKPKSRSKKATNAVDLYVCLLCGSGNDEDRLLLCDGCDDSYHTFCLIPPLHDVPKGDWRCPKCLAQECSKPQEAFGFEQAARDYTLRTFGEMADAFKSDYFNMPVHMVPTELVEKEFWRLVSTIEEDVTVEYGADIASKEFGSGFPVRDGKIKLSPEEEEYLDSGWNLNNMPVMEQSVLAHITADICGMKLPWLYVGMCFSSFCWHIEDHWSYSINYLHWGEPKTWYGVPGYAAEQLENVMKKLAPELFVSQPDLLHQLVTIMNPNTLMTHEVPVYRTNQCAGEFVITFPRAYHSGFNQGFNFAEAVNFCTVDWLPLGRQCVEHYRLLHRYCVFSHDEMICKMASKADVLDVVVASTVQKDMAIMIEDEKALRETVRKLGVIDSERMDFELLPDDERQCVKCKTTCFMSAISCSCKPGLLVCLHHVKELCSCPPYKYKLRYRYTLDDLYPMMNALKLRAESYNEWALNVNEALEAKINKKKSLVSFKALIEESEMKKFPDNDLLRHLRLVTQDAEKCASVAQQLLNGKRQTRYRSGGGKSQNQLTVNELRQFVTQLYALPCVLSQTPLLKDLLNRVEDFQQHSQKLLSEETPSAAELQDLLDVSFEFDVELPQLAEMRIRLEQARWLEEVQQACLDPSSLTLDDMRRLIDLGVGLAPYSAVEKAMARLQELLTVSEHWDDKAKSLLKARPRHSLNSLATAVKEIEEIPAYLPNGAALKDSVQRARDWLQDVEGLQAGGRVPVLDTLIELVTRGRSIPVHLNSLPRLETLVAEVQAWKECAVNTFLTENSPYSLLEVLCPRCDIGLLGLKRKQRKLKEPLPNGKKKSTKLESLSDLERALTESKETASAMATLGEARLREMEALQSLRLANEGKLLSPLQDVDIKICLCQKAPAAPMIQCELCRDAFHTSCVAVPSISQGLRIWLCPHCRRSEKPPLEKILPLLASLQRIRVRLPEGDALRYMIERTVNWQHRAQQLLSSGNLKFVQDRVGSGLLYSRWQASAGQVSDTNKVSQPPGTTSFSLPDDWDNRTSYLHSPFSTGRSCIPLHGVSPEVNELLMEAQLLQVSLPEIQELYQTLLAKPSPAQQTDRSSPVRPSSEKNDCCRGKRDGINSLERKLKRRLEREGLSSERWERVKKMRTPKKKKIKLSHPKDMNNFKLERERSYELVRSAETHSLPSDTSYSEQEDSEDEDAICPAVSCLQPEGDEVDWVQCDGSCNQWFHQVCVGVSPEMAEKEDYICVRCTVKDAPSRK
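Measured: NADH fluorescence change, 30 min, RT. System: KDM5BΔAP 200 nM final, H3K4me3 peptide, α-KG, Fe(II), ascorbate, NAD⁺ plus FDH, pH 7.5 HEPES. Compounds: titrated, 10 min pre-incubation with enzyme.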
* hit, by the source's call; i = inactive; ? = inconclusive; [ ] = remark or other dose. Potency means the concentration at half of the fitted maximal effect. These rows are one share of the data, so the mix of outcomes need not match the whole.

KDM5B inhibitor	Structure
?	Cc1cc(NC(=O)c2cnn(-c3ccccc3)c2-n2cccc2)ccc1Br
-20.9%	Cc1c2cnn(CC(=O)N3CCCCC3)c(=O)c2c(C)n1Cc1ccc(F)cc1
-25.8%	Cn1cc(CC(=O)N2CCC(NC(=O)C3CC3)CC2)c2ccccc21
?	CCOC(=O)c1c(NC(C)=O)c2c3c(sc2n1Cc1nc(-c2ccccc2Cl)oc1C)CCCC3
?	O=C(CSc1nnnn1C1CCCC1)N1N=C(c2cc3ccccc3o2)CC1c1ccco1 (stereo unspecified)
15.8%	C=C(C)c1cccc(C(C)(C)NC(=O)NCC2(C)CC(NC(=O)NC(C)(C)c3cccc(C(=C)C)c3)CC(C)(C)C2)c1 (stereo unspecified)
?	O=C(CCC1CCCN(Cc2cccn2-c2cccnc2)C1)Nc1ccccc1F (stereo unspecified)
?	CCCn1cc(C2CCN(S(=O)(=O)c3c(C)cc(C)cc3C)CC2)c2ccccc21
9.2%	Cc1nc2ccc(S(=O)(=O)NCC(=O)NCc3ccc(Cl)cc3)cc2s1
1.8%	COc1ccccc1-c1nc(S(=O)(=O)c2ccc3c(c2)OCCO3)c(N2CCN(C)CC2)o1
-5.0%	COc1ccc(NC(=O)c2nnn(-c3ccc(C(C)C)cc3)c2C)c(OC)c1
11.2%	CCC(C(=O)Nc1nnc(CC2CCCC2)s1)c1ccccc1 (stereo unspecified)
32.2%[activator][86.2 µM]	CN1C[C@@H](NC(=O)NCc2ccccc2)C[C@H]1c1nc(-c2cncnc2)no1
?	COc1cccc(CNc2ccc3c(c2)ncn3C)c1OC
-11.1%	Cc1ccc(C)c(NC(=O)Cn2cc(C(=O)c3ccc(Cl)cc3)c(=O)c3ccc(C)nc32)c1
?	COc1cc(NC(=O)Cn2c(=O)ccc3cc(S(=O)(=O)N4CCCC4)ccc32)cc(OC)c1
?	Cc1cc(C)cc(C(=O)Nc2ccc(-c3nc4ncccc4o3)cc2)c1
6.2%	O=C1CCCCCN1CCC(=O)N1CCCC(Nc2ccc(F)cc2)C1 (stereo unspecified)
-13.3%	CCn1cc(CN2CCC3(CCC(=O)N(C(C)C(=O)O)C3)CC2)cn1 (stereo unspecified)
-25.2%	CCCCOc1ccc(C2/C(=C(/O)c3ccc4c(c3)CC(C)O4)C(=O)C(=O)N2CCCN2CCOCC2)cc1OC (stereo unspecified)

Molecules shown so far with four or more nitrogen atoms (8):
KDM5B inhibitor	Structure
?	Cc1cc(NC(=O)c2cnn(-c3ccccc3)c2-n2cccc2)ccc1Br
-20.9%	Cc1c2cnn(CC(=O)N3CCCCC3)c(=O)c2c(C)n1Cc1ccc(F)cc1
?	O=C(CSc1nnnn1C1CCCC1)N1N=C(c2cc3ccccc3o2)CC1c1ccco1 (stereo unspecified)
15.8%	C=C(C)c1cccc(C(C)(C)NC(=O)NCC2(C)CC(NC(=O)NC(C)(C)c3cccc(C(=C)C)c3)CC(C)(C)C2)c1 (stereo unspecified)
?	O=C(CCC1CCCN(Cc2cccn2-c2cccnc2)C1)Nc1ccccc1F (stereo unspecified)
-5.0%	COc1ccc(NC(=O)c2nnn(-c3ccc(C(C)C)cc3)c2C)c(OC)c1
32.2%[activator][86.2 µM]	CN1C[C@@H](NC(=O)NCc2ccccc2)C[C@H]1c1nc(-c2cncnc2)no1
-13.3%	CCn1cc(CN2CCC3(CCC(=O)N(C(C)C(=O)O)C3)CC2)cn1 (stereo unspecified)

Following part.
KDM5B inhibitor	Structure
?	COc1ccccc1/C=C1\Oc2cc(OC(=O)N3CCOCC3)ccc2C1=O
-13.1%	CC(C)(C)C(=O)C1C(C(C)(C)C)=CC(c2ccccc2)=CC1(C)c1ccccc1 (stereo unspecified)
14.6%	Cc1c(-c2ccc(Cl)cc2)[n+](=O)c(-c2ccc(Cl)cc2)c(C)n1[O-]
-23.6%	C=CCNC(=S)NC(C)c1ccccc1 (stereo unspecified)
-6.7%	CCOC(=O)c1[nH]c2c(c1Cc1ccccc1OC)C(=O)CC(c1ccc(OC)cc1)C2 (stereo unspecified)
21.0%	CC(C)(C)c1nc2cc(NC(=O)Cc3ccc([N+](=O)[O-])cc3)ccc2o1
?	Cc1nnc(N2CCN(C(=O)Nc3cc(F)ccc3F)CC2)c2nn(-c3ccc(Cl)cc3)c(C)c12
-0.3%	O=C(Nc1ccc(Cl)cc1)N1CCCC(c2nn(-c3ccc(F)cc3)c(=O)[nH]2)C1 (stereo unspecified)
-20.1%	CCOc1ccc(-n2c(SC(C)C(=O)OC)nc3c([nH]c4ccccc43)c2=O)cc1 (stereo unspecified)
6.3%	Cc1nc2ccc(C(=O)NC3CCCCNC3=O)cc2nc1C (stereo unspecified)
15.0%	Cc1csc(SCC(=O)O)n1
11.3%	CC(Sc1nnc(-c2ccco2)n1-c1ccccc1)C(=O)Nc1ccc(Cl)cn1 (stereo unspecified)
?	Cn1cccc1CN[C@H]1[C@H](O)[C@@H](N2CCC(C(N)=O)CC2)[C@@H]2OC[C@H]1O2
-8.3%	CNC(=O)c1ccc(NC(=O)c2cccc(N(C)C)c2)cc1
-3.8%	NS(=O)(=O)c1ccsc1C(=O)N1CCCC2(CCNCC2)CC1
-12.6%	COc1ccc(C(=O)N2CCCC(CN3CCOCC3)CC2)cc1 (stereo unspecified)
?	Cn1nc(C(=O)NCc2nnc3ccc(-c4ccccc4)nn23)c2ccccc21
-1.4%[115 µM]	COc1ccc(C(=O)N2CCc3nc(C4CC4)nc(-c4ccc(Cl)cc4)c3C2)cc1
?	CC1=C(C(=O)N(C)C)C(c2ccc(Cl)cc2)N2C(CC(=O)NCc3ccco3)=CSC2=N1 (stereo unspecified)
3.6%	COc1cccc(NC(=O)c2cc(=O)c3ccccc3o2)c1
?	COc1ccc(OC)c(-c2cc3ccc(OCC#N)cc3oc2=O)c1
15.1%	COc1ccc(CCN(C)C(=O)c2cc(-c3ccccc3)nc3ccccc23)cc1OC
8.9%[86.2 µM]	COc1ccc(CNC(=O)C[C@@H]2C[C@@H](C(C)C)[C@H](CC#N)C=C2C)cc1
?	COc1ccc(C)cc1NS(=O)(=O)c1c(C)nc2sc(C)cn2c1=O
9.1%	CC(C)NC(=O)c1ccc(Cn2ccn3nc4c(c3c2=O)CCCC4)cc1
-13.4%	CCNC(=O)N1CCCN(C)c2ccccc21
-0.7%	Cc1cccc(C(=O)N2C(C(=O)NC3CC3)COC23CCN(C(=O)C(C)(C)C)CC3)c1 (stereo unspecified)
-6.5%	CCOc1ccc(-c2n[nH]c3c2C(c2ccccc2OC)N(c2ccc(Br)cc2)C3=O)cc1 (stereo unspecified)
21.1%	Cc1ccc(CNC(=O)Cc2ccsc2)cc1
?	Cc1ccc(O)c(NC(=O)c2cc(-c3ccccc3O)no2)c1
?	Cc1c(CC(=O)N2CCN(c3ccccc3)CC2)c(=O)oc2c(C)c(O)ccc12
?	Cc1ccc(S(=O)(=O)NC2(C(F)(F)F)NC(=O)N(c3ccc(F)cc3)C2=O)cc1 (stereo unspecified)
18.8%	O=C(COc1cc(Cl)cc(Cl)c1)NC1CC1
22.7%	O=C([C@@H]1C[C@H](Oc2cccnc2)CN1C(=O)Nc1ccc2c(c1)OCCO2)N1CCCC1
12.4%	COc1cccc(CNC(=O)c2ccc3c(c2)CC(=O)N3Cc2ccccc2)c1
-25.6%	CC(C)c1ccc(NC(=O)C(NS(=O)(=O)c2ccc3c(c2)CCC(=O)N3)c2ccccc2)cc1 (stereo unspecified)
-24.5%	O=C1c2[nH]nc(-c3ccccc3O)c2C(c2ccccc2F)N1Cc1cccnc1 (stereo unspecified)
?	CCc1cccc(-n2nnnc2N2CCC(C(=O)Nc3ccc(C)c(F)c3)CC2)c1
24.4%	COc1ncnc2c1ncn2CC1COC(C)(C)O1 (stereo unspecified)
?	COCC(=O)NC[C@H]1O[C@@H](CO)[C@@H](O)[C@H]1N1CCC(C)CC1
7.3%	Cc1nn(-c2ccc(F)cc2)c(Oc2ccc(F)cc2F)c1CCC(=O)N1CCSCC1
2.5%	CN(C)CCCOC(=O)c1cc(C(C)(C)C)cc(C(C)(C)C)c1
1.7%[149 µM]	O=C1NCc2ccccc2CC12CCCN(Cc1ccccc1F)C2 (stereo unspecified)
13.7%[149 µM]	Cc1cccc(-c2ccc(CN)cc2)c1
0.5%	COc1cccc(NC(=O)[C@@H]2C[C@@H](O)CN2C2CCN(C(=O)c3cccc(OC)c3)CC2)c1
-21.2%	O=C([C@H]1Cc2ccccc2CN1)N1CCC(c2nccn2CC2CC2)CC1
4.0%	COCCNC(=O)[C@@H]1C[C@H](Oc2ccccc2)CN1C(=O)C1(c2ccccc2)CC1
-6.6%	COc1ccc(CN2C(=O)COC[C@H]2C(=O)Nc2cc(C)c(Cl)cc2OC)cc1
0.4%	Cc1nn(C)c(C)c1CCC(=O)N1CCC(Cc2noc(C3CCOCC3)n2)C1 (stereo unspecified)
-15.7%	CCOc1ccc(CNC(=O)c2ccc3c(c2)nc2n3CCC(C)C2)cc1OC (stereo unspecified)
?	COc1ccc(C(=O)Nc2cc(S(=O)(=O)c3ccc(Cl)cc3)c(O)c(C)c2C)cc1
3.6%[149 µM]	COc1ccc(-n2nc3n(c2=O)CCN(CCC(C)C)C3)cc1
-7.3%	Nc1c(C(=O)NCc2ccc(Cl)cc2Cl)nnn1Cc1ccc(Br)cc1
24.2%	CC1=NN(C(=O)CSCc2ccc(F)cc2Cl)C(O)(C(F)(F)F)C1 (stereo unspecified)
9.1%	Cc1[nH]c2ccccc2c1C(=O)C(=O)N(C)C1CCS(=O)(=O)C1 (stereo unspecified)
25.1µM*	O=C(CC1CNCCO1)N1CCc2nc(-c3ccc(Cl)cc3)[nH]c2C1 (stereo unspecified)
?	O=C(c1ccsc1)N1CCC(Cc2nc(C3CCOCC3)no2)CC1
?	O=C(O)COc1ccc2c(=O)c(-c3ccccc3)coc2c1
?	Cc1cc(=O)oc2cc(OCC(=O)NC(C)(C#N)C(C)C)ccc12 (stereo unspecified)
-4.8%	N#Cc1ccccc1OCc1cccc2ccccc12

(further entries)
KDM5B inhibitor	Structure
i	CN(C)CCCNc1oc(-c2ccc(S(=O)(=O)N3CCCCCC3)cc2)nc1C#N
2.4%	Clc1ccc(CSc2ccc(-c3cccnc3)nn2)cc1
-7.7%	CC(Oc1ccccc1)C(=O)OCc1nc(N)nc(N)n1 (stereo unspecified)
-9.0%	Cc1ccc(Cn2c(C)c(CNCC(C)c3ccccc3)c(C(=O)O)c2C)cc1 (stereo unspecified)
-7.5%	Cc1ccccc1OCc1nc(C#N)c(NCc2ccc3c(c2)OCO3)o1
-7.7%	O=C(COc1ccc(F)cc1)N1CCOc2ccc(CN3CCc4ccccc4C3)cc2C1
-14.2%	COc1cc(OC)cc(C(=O)Nc2ccc(C(=O)c3ccncc3)cc2)c1
-7.6%	NC(=O)[C@H](Cc1cccs1)NC(=O)[C@@H]1C[C@@H](NC(=O)c2cnccn2)CCN1C(=O)COCC(=O)O
?	O=C(Nc1ccc(-c2ccccc2)cc1)c1c[nH]c2ccccc12
-13.2%	O=C(Cn1ccc(=O)[nH]c1=O)N1CCCC(c2[nH]ncc2-c2ccc(F)cc2)C1 (stereo unspecified)
?	COc1ccccc1C(=O)Nc1nnc2n1CCS2
-7.0%	CNC(=O)[C@H]1C[C@H](Oc2ccccc2)CN1C(=O)CCc1c[nH]c2ccccc12
2.9%	O=C(NC(=S)NC(CO)Cc1ccccc1)c1ccc(F)cc1 (stereo unspecified)
?	COc1cccc(NC(=O)Cc2c(C)c3ccc(OC)cc3oc2=O)c1
-1.0%	CCOC(=O)c1ccc(N2C(=O)Cc3cc(OC)c(OC)cc3C2c2ccc(OCC)cc2)cc1 (stereo unspecified)
-1.6%	CCn1c(CC(=O)Nc2ccccc2F)nnc1SCC(=O)Nc1ccccc1F
-27.5%	COc1ccc(C(=O)N2CCCN(c3cc(-c4ccc(OC)cc4)[nH]n3)CC2)cc1
10.0%	CCCc1ccc(NC(=O)Cc2n[nH]c(=O)c3ccccc23)cc1
8.7%	O=C(NC1CC1)[C@@H]1C[C@H](Oc2cccnc2)CN1C(=O)c1ccc2ncccc2c1
-27.6%	C=CCN1[C@H](Cc2ccccc2)COc2cccc(N3CCCC3)c2S1(=O)=O
?	O=C(Nc1ccc(Cl)cc1Cl)c1ccc2ccnn2c1
-6.7%	CC(C(=O)NC1(C#N)CCCCC1)N(C)Cc1ccc(C(F)(F)F)cc1 (stereo unspecified)
12.0%	Cc1cc(Cl)ccc1NC(=O)N1C[C@@H](F)C[C@H]1C(=O)N1CCc2ccccc2C1
104.7%[activator]	COc1ccc(CC(=O)Nc2ccc(=O)n3c2[C@@H]2C[C@@H](CN(S(=O)(=O)c4ccccc4)C2)C3)cc1
?	O=C(NCCc1csc(-c2ccc(C(F)(F)F)cc2)n1)c1ccccc1Cl
11.7%[86.2 µM]	CC1=NOC2(CCN([S+](=O)([O-])c3ccccc3)C2)C1 (stereo unspecified)
?	O=c1c(N2CCN(c3ccc(F)cc3)CC2)csc2ccc(F)cc12
-4.4%	Cc1noc(C)c1S(=O)(=O)N1CCC(c2noc(-c3cccnc3)n2)C1 (stereo unspecified)
15.5%	Cc1ccccc1S(=O)(=O)N1CCN(C(=O)N2CC3CC(C2)[C@H]2CCCC(=O)N2C3)CC1 (stereo partly specified)
35.5µM*	COc1cccc(CN[C@H]2[C@H](O)[C@H](O)C[C@@H]2c2ccc(N3CCOCC3)nc2)c1
-9.6%	OC1CCN(c2cc(C3CC(Nc4ncnc5sccc45)C3)ncn2)C1 (stereo unspecified)
-2.0%	c1ccc2c(c1)OCCOCCOCCOc1ccccc1OCCO2
?	CC(=O)NCCNC(=O)c1cc(C)nc2ccc(C)cc12
-12.0%	Fc1c(F)c(C(F)(F)F)c(F)c(F)c1N/N=C/c1ccc(Cl)cc1Cl

Rewritten as tab-separated lines: part of the list above
SMILES	KDM5B inhibitor
CCc1cccc(-n2nnnc2N2CCC(C(=O)Nc3ccc(C)c(F)c3)CC2)c1	?
CCOc1ccc(-c2n[nH]c3c2C(c2ccccc2OC)N(c2ccc(Br)cc2)C3=O)cc1 (stereo unspecified)	-6.5%
